Screening data: PubChem, several laboratories
S1P3 antagonist: S1P3 receptor antagonists, primary screen, cell-based; inhibition, % at 4.98 µM; 170,000 tested, 0.27% active; CHO S1P3 NFAT-BLA reporter, FRET fluorescence, antagonist mode; Sphingosine 1-phosphate receptor 3 (Homo sapiens), Q99500;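 active = inhibition above the plate cutoff, the mean inhibition of test wells on that plate plus 3 SD, cut at about 28% in these data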;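 also: cells challenged with S1P at its EC80 of 0.8 µM; blue over green emission ratio from cleaved BLA substrate after 4 h stimulation; 0% = S1P-stimulated wells and 100% = unstimulated DMSO-only wells; some compounds past the cut are filed as inactive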
bIAP inhibitor: bovine intestinal alkaline phosphatase inhibitors, primary screen, selectivity assay for TNAP inhibitor project, biochemical, bovine IAP, CDP-star luminescence. alkaline phosphatase, intestinal [Bos taurus]. purified bovine IAP, 30 min. inhibition, % at 20 µM. 190,000 tested, under 10 active. AID 1019, 2008;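 active = over 50% inhibition of intestinal alkaline phosphatase at 20 µM in the single-dose screen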
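Assay system – bovine IAP enzyme · Quantity – bovine IAP at 1/65,000,000 final dilution · Detection – CDP-star luminescence signal · Times – 30 min reaction at room temperature · Also added – CDP-star substrate at 30 µM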
PPARg SRC2 recr: agonists of PPARg-SRC-2 recruitment, primary screen, biochemical, HTS | Peroxisome proliferator-activated receptor gamma (Homo sapiens), P37231 | PPARgamma LBD-SRC-2 recruitment | activation, % at 8 µM | 200,000 tested, 0.34% active; in the data active = activation above about 22%;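 also: 0% = vehicle and 100% = reference agonist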
Target sequence (P37231 whole entry, looked up, the tested form may be a part): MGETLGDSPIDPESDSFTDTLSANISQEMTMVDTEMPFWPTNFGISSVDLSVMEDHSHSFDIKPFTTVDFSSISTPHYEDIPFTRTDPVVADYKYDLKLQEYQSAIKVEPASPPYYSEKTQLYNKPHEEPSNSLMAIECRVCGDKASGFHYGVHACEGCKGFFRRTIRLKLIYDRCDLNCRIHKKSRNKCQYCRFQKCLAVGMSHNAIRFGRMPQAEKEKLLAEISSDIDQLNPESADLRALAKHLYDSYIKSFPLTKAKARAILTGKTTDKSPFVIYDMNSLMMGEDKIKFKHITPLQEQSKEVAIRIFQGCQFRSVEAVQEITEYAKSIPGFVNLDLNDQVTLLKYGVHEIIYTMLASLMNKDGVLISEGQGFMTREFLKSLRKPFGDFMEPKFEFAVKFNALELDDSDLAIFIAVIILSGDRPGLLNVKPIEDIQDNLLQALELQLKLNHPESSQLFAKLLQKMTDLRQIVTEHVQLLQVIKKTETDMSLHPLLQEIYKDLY
ROMK mod: ROMK potassium channel modulators, primary screen, cell-based, thallium flux, MLSMR library. ATP-sensitive inward rectifier potassium channel 1 (Homo sapiens), P48048. Tet-inducible ROMK, thallium flux fluorescence; actives lie on both sides. B-score at 10 µM. 130,000 tested, 2% active. AID 1918, 2009;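 active = signal ratio slope over the read window, or its plate-corrected B-score, at least 3 SD from the plate mean, either direction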;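 also: B-score of the F/F0 ratio slope over 7 to 12 s after thallium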
Target sequence (P48048 whole entry, looked up): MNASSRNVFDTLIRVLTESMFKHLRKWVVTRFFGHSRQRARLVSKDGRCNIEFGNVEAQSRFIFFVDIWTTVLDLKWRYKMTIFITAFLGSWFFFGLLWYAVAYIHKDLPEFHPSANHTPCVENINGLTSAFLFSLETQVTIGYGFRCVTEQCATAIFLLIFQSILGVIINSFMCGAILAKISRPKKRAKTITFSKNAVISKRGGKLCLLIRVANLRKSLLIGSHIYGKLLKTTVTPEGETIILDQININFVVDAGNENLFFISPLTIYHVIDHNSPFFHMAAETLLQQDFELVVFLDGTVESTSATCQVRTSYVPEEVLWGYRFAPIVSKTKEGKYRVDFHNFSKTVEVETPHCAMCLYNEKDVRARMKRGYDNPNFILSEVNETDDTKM
Efa HMGR inh: inhibitors of E. faecalis class II HMGR, primary screen, biochemical, Enterococcus faecalis; AID 1066, 2008; purified E. faecalis HMGR, NADPH absorbance 340 nm kinetic; inhibition, % at 10 µM; 190,000 tested, 0.41% active;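 active = inhibition above a set limit, the median over all tested compounds plus 3 SD, cut at about 9.5% in these data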;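 also: enzyme runs in reverse so mevalonate oxidation gives rising NADPH absorbance; 0% = complete reaction with DMSO and 100% = background rate lacking mevalonate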
SRC2 TRFRET art: TR-FRET signal artefacts, primary screen, artefact control for PPARgamma SRC-2 agonist project, biochemical; TR-FRET artefact counter-screen; stronger effect = higher value; TR-FRET ratio at 8 µM; 200,000 tested, 0.4% active; in the data active = TR-FRET ratio above about 2000; also: inactives centre near 1500
RAM inhibit: inhibitors of the yeast RAM network, primary screen, dse1pr::URA3 reporter, 5-FOA selection; S. cerevisiae dse1pr::URA3 reporter, 5-FOA growth OD615, 2 d; analog-sensitive cbk1-as2 kinase mutant strain; 190,000 tested, 1.8% active; inhibition, % at 50 µM;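 active = inhibition above a set limit, 3 SD over mean compound inhibition, cut at about 8.4% in these data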;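 also: 0% = DMSO-only wells with no growth and 100% = 10 µM 1-NA-PP1 full growth; inhibition rescues growth on 5-FOA so higher OD means more RAM inhibition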
Lmaj promast: Leishmania major promastigote growth inhibition, primary screen; Leishmania major promastigotes, resazurin fluorescence viability; 200,000 tested, 9% active; inhibition, % at 10 µM; in the data active = inhibition above about 50%;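 also: promastigotes grown with compound for 44 hours at 28 °C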
PPARg SRC1 recr: PPARgamma agonists recruiting SRC-1 coactivator, primary screen, biochemical; 200,000 tested, 0.41% active; activation, % at 8 µM; AID 631, 2007; PPARgamma-SRC-1 coactivator recruitment biochemical assay; in the data active = activation above about 19%;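 also: 0% = DMSO and 100% = reference agonist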
PPARg SRC3 recr: PPARgamma agonists recruiting SRC-3 coactivator, primary screen, biochemical | Peroxisome proliferator-activated receptor gamma (Homo sapiens), P37231 | biochemical PPARgamma/SRC-3 coactivator recruitment assay | activation, % at 8 µM | 200,000 tested, 0.26% active | AID 731, 2007; in the data active = activation above about 23%;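 also: 0% = DMSO and 100% = reference agonist; some compounds past the cut are filed as inactive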
Redox H2O2 prof: compounds producing H2O2 with reducing agent – biochemical, NIH compound library profiling, artefact control for MLSCN library redox annotation, primary screen. DTT-dependent redox cycling H2O2, phenol red/HRP absorbance; 100% = 100 µM peroxide control, 0% = buffer. activation, % at 10 µM. 200,000 tested, 0.03% active. AID 878, 2007;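 active = activation of at least 50% relative to the plate's high and low controls in the primary single-dose screen; inactive = activation below 50%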;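 also: compound incubated with DTT at 0.8 mM final as the reducing agent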
* = called active by the depositor; x = no result given.

SMILES	S1P3 antagonist	bIAP inhibitor	PPARg SRC2 recr	ROMK mod	Efa HMGR inh	SRC2 TRFRET art	RAM inhibit	Lmaj promast	PPARg SRC1 recr	PPARg SRC3 recr	Redox H2O2 prof
CCOCCSC1=C(C#N)C(c2cccs2)C(C(C)=O)=C(C)N1 (centres undefined)	-12	3	6	-0.27	3	1550	0.8	6	-8	-2	1.3
CCc1nc2ccccc2n(CCOCCOCCn2c(=O)c(CC)nc3ccccc32)c1=O	-6	0	-6	x	-1	1312	2.0	17	1	4	-0.5
CC(C)C(=O)Nc1nc2c(ncn2C2CC(O)C(CO)O2)c(=O)[nH]1 (centres undefined)	-15	7	-5	x	-6	1497	0.0	2	0	-3	-0.6
COc1ccccc1N=Nc1nc(-c2ccccc2)c(-c2ccccc2)[nH]1	23	10	2	0.16	-3	1488	5.1	67*	8	9	-0.8
CN(c1ccccc1)S(=O)(=O)c1ccc(C(=O)NCC2CCCO2)cc1 (centres undefined)	x	7	7	-0.49	-4	1476	-0.4	5	4	2	1.7
Cn1c(=O)oc2cc(S(=O)(=O)N3CCC(N4CCCCC4)CC3)ccc21	-6	11	-1	x	-1	1426	0.0	-4	6	3	0.3
NC(=S)N/N=C/c1coc2ccc(Cl)cc2c1=O	-4	-7	6	0.83	-4	1514	-1.3	-7	9	8	-2.0
C/C(=N\NC(=S)Nc1cccc(C)c1)c1cccc(N)c1	6	8	7	x	-11	1636	4.4	14	10	7	0.1
N#Cc1ccccc1S(=O)(=O)N1CCN(c2cnccn2)CC1	5	-2	-6	0.15	-2	1605	-1.2	4	4	-5	-0.1
O=C(CCCNS(=O)(=O)c1cccs1)N1CCN(c2ccc(F)cc2)CC1	x	5	-3	-0.97	2	1636	0.3	-8	-1	-2	-0.5
CC(C)c1ccc(/C=C2\C(=O)N(CCN3CCOCC3)C(=S)N2C)cc1	1	5	1	-0.89	0	1523	0.9	39	2	9	-1.1
COc1cccc(C2C(C(=O)c3ccc(C)o3)=C(O)C(=O)N2CCCN(C)C)c1 (centres undefined)	-38	x	7	x	x	1772	x	1	0	8	2.5
O=C(NNC(=O)c1cccnc1)Nc1cccc(Cl)c1Cl	-8	13	-10	x	3	1517	1.9	-4	-5	0	0.4
CCc1cccc(CC)c1NC(=O)/C(C#N)=C/c1ccccc1C(F)(F)F	1	7	4	x	-2	1487	3.3	97*	2	8	0.1
COCCOc1ccc(C(F)(F)F)cc1NC(=O)c1ccc(C(F)(F)F)cc1	-2	13	-2	x	-4	1548	2.9	-7	1	2	0.4
CN(C)c1nc(N)nc(CSc2nnnn2-c2ccc(C(=O)O)cc2)n1	x	9	3	-0.27	-5	1451	4.3	-5	-3	4	0.7
Cc1occc1C(=O)Nc1cccc([N+](=O)[O-])c1	2	7	1	0.31	2	1572	1.1	3	-1	1	-0.4
Fc1ccc(-c2nc3n(n2)Cc2ccccc2-3)cc1	30	12	4	x	-2	1427	0.3	3	2	-6	2.9
O=C(CSc1ccccn1)Nc1nncs1	x	10	-1	0.63	0	1237	-0.4	8	-2	-6	-0.4
CCC(NC(=O)Nc1ncccc1C)(C(F)(F)F)C(F)(F)F	x	14	-2	-0.44	-10	1437	1.1	0	4	-1	0.7
Cc1ccc(C(=O)Nc2ccccc2C(=O)N2CCOCC2)cc1[N+](=O)[O-]	7	0	10	x	0	1757	0.4	21	-4	2	-0.1
Cc1nc2ccccc2nc1OCC(=O)N1CCN(c2ccccc2)CC1	-2	-3	1	x	-1	1634	0.7	-2	12	14	0.5
CCOC(=O)C1C(C(=O)OCC)C1(c1ccccc1)c1ccccc1 (centres undefined)	-8	0	4	x	2	1586	4.5	89*	0	5	-0.6
C[C@@H]1NC(=O)[C@H](CCC(=O)O)NC(=O)c2cc([N+](=O)[O-])cc(F)c2NCCC[C@@H](C(N)=O)NC1=O	-5	0	3	-0.4	-2	1598	-0.5	-3	6	1	0.4
CC1CC2(C)CC(C)C1(COC(=O)Nc1ccccc1)CO2 (centres undefined)	-22	1	-2	1.1	-9	1479	-0.9	12	-5	-4	-0.1
C=CCn1c(SCC(=O)N2CCc3ccccc3C2)nc2sc(CC)cc2c1=O	-4	8	2	x	-10	1399	1.6	9	2	0	0.7
CC(Sc1nnnn1C)C(=O)Nc1ccc(Oc2ccccc2)cc1 (centres undefined)	-28	-6	6	x	-9	1656	1.9	9	0	0	0.3
CCN(CC)P1(=O)OC(c2cc(OC)c(OC)c(OC)c2)=Nc2c1c(C)nn2-c1ccccc1 (centres undefined)	x	-7	3	x	-1	1712	0.9	44	3	-6	-1.1
CC1CCCCN1S(=O)(=O)c1ccc(S(=O)(=O)N2CCN(c3ccc(F)cc3)CC2)cc1 (centres undefined)	37	x	5	-0.9	-3	1518	1.5	0	0	4	0.0
COc1ccc(C(=O)OCC(=O)N2CCCC2=O)c(OC)c1	2	-4	-6	0.56	4	1464	1.5	-4	-4	-3	-0.3
O=C(/C=C/c1ccco1)NC(=S)Nc1ccc(N2CCCC2)cc1	-9	22	-3	x	-4	1539	0.5	5	2	1	0.1
CCCCCOc1ccc(CSCCNC(=S)Nc2ccccc2)cc1	18	-6	-6	0.22	-6	1628	0.4	53*	5	-4	0.6
Cc1sc2ncnc(OCC(=O)N3CCN(S(=O)(=O)c4ccc(Cl)cc4)CC3)c2c1C	-17	3	-3	-2.3	-10	1670	3.2	-6	12	0	-3.6
Cc1nc(=O)cc(-c2ccccc2)n1-c1ccccc1	8	2	3	x	-1	1258	1.6	-6	-7	-6	0.4
COc1cc2c(cc1OC)C(C(=O)Nc1cc(OC)c(OC)c(OC)c1)C(c1cccnc1)N(C)C2=O (centres undefined)	-22	-42	-11	x	0	1495	-0.9	9	-4	-1	-0.2
COC(=O)c1sccc1NC(=O)Nc1cccc(F)c1	1	-3	11	1.7	4	1575	4.2	-9	1	5	0.3
Fc1ccc2c(c1)C(c1ccncc1)=NNC(c1ccc(Cl)cc1)=N2	x	5	5	x	-3	1512	1.8	9	3	-11	1.7
C/C(CC(=O)Nc1ccc(Cl)cc1Cl)=N\NC(=O)C(=O)N1CCCC1	-15	13	-3	0.61	1	1571	1.9	-4	6	4	-0.4
O=C(NNC(=O)C1CC1)c1cc2cc3ccccc3nc2s1	-33	1	4	0.048	4	1396	-0.2	14	4	5	-1.9
O=C(CN(CCN1CCOCC1)C(=O)Cn1nnc(-c2ccc(F)cc2)n1)NC1CCCCC1	10	-3	10	0.2	0	1559	0.7	-9	5	5	2.2
CCOC(=O)c1[nH]c2ccc(OC)cc2c1NS(=O)(=O)c1ccc(OC)cc1OC	-16	15	1	x	-6	1413	1.6	13	10	-3	-0.1
CCn1c2c(c3cc(OCC(C)C)ccc31)CCCC2=O	x	7	4	-0.47	3	1436	-0.6	-4	-4	3	0.7

Part of the list above in order of molecular weight, rising.
SMILES	S1P3 antagonist	bIAP inhibitor	PPARg SRC2 recr	ROMK mod	Efa HMGR inh	SRC2 TRFRET art	RAM inhibit	Lmaj promast	PPARg SRC1 recr	PPARg SRC3 recr	Redox H2O2 prof
Cc1nc(=O)cc(-c2ccccc2)n1-c1ccccc1	8	2	3	x	-1	1258	1.6	-6	-7	-6	0.4
COC(=O)c1sccc1NC(=O)Nc1cccc(F)c1	1	-3	11	1.7	4	1575	4.2	-9	1	5	0.3
C/C(CC(=O)Nc1ccc(Cl)cc1Cl)=N\NC(=O)C(=O)N1CCCC1	-15	13	-3	0.61	1	1571	1.9	-4	6	4	-0.4
CCCCCOc1ccc(CSCCNC(=S)Nc2ccccc2)cc1	18	-6	-6	0.22	-6	1628	0.4	53*	5	-4	0.6
CCOC(=O)c1[nH]c2ccc(OC)cc2c1NS(=O)(=O)c1ccc(OC)cc1OC	-16	15	1	x	-6	1413	1.6	13	10	-3	-0.1
Cc1sc2ncnc(OCC(=O)N3CCN(S(=O)(=O)c4ccc(Cl)cc4)CC3)c2c1C	-17	3	-3	-2.3	-10	1670	3.2	-6	12	0	-3.6
